Screens deposited in PubChem by Broad Institute.
INS-1E GSIS act: primary screen for activators of insulin secretion dependent on glucose, INS-1E cells, GLuc reporter luminescence. INS-1E GLuc reporter insulin secretion, 2-3 h. activation, % at 16.6 µM. 370,000 compounds, 0.61% hits. AID 743287;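 active means lowest replicate activation of at least 40%, so every replicate reaches that level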;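 further: 0% = median of neutral control wells and 100% = median of IBMX positive control wells; some compounds called inactive have numbers as strong as hits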
ERp5 inh: inhibitors of human ERp5. 350,000 compounds, 0.05% hits. ERp5 insulin aggregation, absorbance 650 nm, 90 min. inhibition, % at 9.99 µM. Q15084. AID 651711;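 active means mean replicate inhibition above about 25%, with every replicate also reaching it, limit read from the data, passing the limit was not always enough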
Target sequence (Q15084 whole entry, looked up): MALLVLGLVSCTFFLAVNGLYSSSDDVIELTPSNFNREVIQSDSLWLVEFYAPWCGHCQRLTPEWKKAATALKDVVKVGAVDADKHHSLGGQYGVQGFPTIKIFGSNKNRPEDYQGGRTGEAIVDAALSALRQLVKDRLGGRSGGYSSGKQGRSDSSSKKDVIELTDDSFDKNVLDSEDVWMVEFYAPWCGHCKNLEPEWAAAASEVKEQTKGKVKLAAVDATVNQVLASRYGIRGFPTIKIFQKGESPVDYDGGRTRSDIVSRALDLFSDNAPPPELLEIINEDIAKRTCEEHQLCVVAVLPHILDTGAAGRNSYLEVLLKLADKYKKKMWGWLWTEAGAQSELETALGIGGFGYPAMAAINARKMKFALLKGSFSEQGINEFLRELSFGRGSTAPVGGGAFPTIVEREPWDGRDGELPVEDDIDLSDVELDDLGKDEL
ARNT-TACC3 inh: disrupts binding between human ARNT and TACC3; Q9Y6A5; AlphaScreen His-ARNT PAS-B/GST-TACC3 binding, luminescence; TACC3 fragment carries E629A point mutation; inhibition, % at 9.99 µM; 390,000 compounds, 0.66% hits; AID 623870;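 active means mean inhibition of replicates at least 50% and at least half of replicates each reaching 50%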;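 further: 0% = complete ARNT plus TACC3 wells and 100% = ARNT alone without TACC3; many hits fall short of the cut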
* hit, by the source's call. Some of the compounds tested; rates above refer to the full screens.

INS-1E GSIS act,ERp5 inh,ARNT-TACC3 inh,SMILES
-1,2,-3,S=C(c1ccc2c(c1)OCO2)N1CCCC1
4,5,4,O=C1C2CC=C(Cl)CC2C(=O)N1CCc1c[nH]c2ccccc12 (stereo not drawn)
16,7,0,S=c1ncc2[nH]c(=S)[nH]c2[nH]1
11,2,-4,COC(=O)CNC(=O)CNC(=O)Nc1ccccc1
4,-1,24,CCc1nc(SCc2cc(Cl)ccc2OC)n[nH]1
3,-5,23,CN(C(=O)c1ccccn1)c1nnc(-c2cccnc2)s1
-5,-7,-12,CC(c1ccccc1)C1CC(=O)N(C2CCCCC2)C1=O (stereo not drawn)
13,-2,0,COCCNC(=O)CN(CCc1ccccc1)S(=O)(=O)c1ccc(OC)cc1
-4,2,5,CC(C)CCNC(=O)NC(=O)COc1ncnc2sccc12
15,1,-5,Cc1ccc(-c2nnn(CCC(=O)N3CCCCC3C)n2)cc1 (stereo not drawn)
12,5,0,C=CCn1c(SCC(N)=O)nnc1-c1cc(Br)ccc1O
33,8,3,Cc1ccc(OCC(=O)N(C)CCc2ccccn2)cc1
6,3,-8,COC(=O)CC1SC(=O)NC1=Nc1ccc(O)cc1 (stereo not drawn)
-10,-1,11,Cc1ccc(Cn2nnc3c(=O)[nH]c(C4CCN(S(=O)(=O)c5cc(C)ccc5C)CC4)nc32)cc1
14,6,2,C/C=C/Cn1c(Br)nc2c1c(=O)n(C)c(=O)n2C
6,-5,-4,CCc1oc(C(=O)O)cc1CN(CC)CC
24,1,-2,CNC(=S)NNC(=O)COc1cccc(C)c1C
6,4,1,Cc1ccc(SCCNC(=O)C(C)C)cc1
7,-1,2,Cc1cc(O)c(/C=N/c2ccccn2)c(=O)o1
2,4,3,Cn1c(/C(C#N)=C(\O)COc2ccc3ccccc3c2)nc2ccccc21
1,4,2,CC(C)c1nnc(NC(=O)CCC(=O)NCc2ccc3c(c2)OCO3)s1
-10,3,-1,Cn1nc(C(=O)NC2CCCCCC2)ccc1=O
-1,-1,1,CCc1nnc(NC(=O)CSc2nnc3c4ccccc4n(C)c3n2)s1
-3,-3,0,O=C(COc1ccc([N+](=O)[O-])cc1)NN=C1CCCC1
-23,2,52*,C=CCNC(=S)NNC(=O)c1cccn(Cc2ccc(Cl)cc2)c1=O
12,2,-2,Cc1c(C(=O)NC(C)C)sc2ncn(CC(=O)N3CCC(C)CC3)c(=O)c12
-2,2,8,Cc1cc(=O)oc2c(CN3CCN(C)CC3)c(O)c(Cl)cc12
8,3,-14,C#CC(C)(O)C1CC(CC(=O)O)C1(C)C (stereo not drawn)
1,4,-6,COc1ccc(C2(O)CCN(C(=O)c3c(F)cccc3F)CC2)cc1
-2,3,-1,CCOC(=O)N1CCN(C(=O)c2ccccc2N(C)S(C)(=O)=O)CC1
-7,4,-1,COc1cccc(NC(=O)c2ccccc2SC)c1
-5,-6,-4,COC(=O)c1ccc(S(=O)(=O)N2CCCCC2)o1
-9,0,8,COc1ccc(S(=O)(=O)NCC(c2cccnc2)N2CCN(c3ccccc3)CC2)cc1C (stereo not drawn)
2,-8,7,O=C(NCc1cccnc1)c1sc2ccccc2c1Cl
14,0,7,COc1cc(CCC(=O)Nc2cc(Cl)ccc2N2CCN(C)CC2)cc(OC)c1OC
-11,7,0,CCn1c(=O)n(CC)c2cc(S(=O)(=O)Nc3ccccc3C)c(C)cc21
28,0,-2,Cc1c(C)n(C(=O)CSc2ncn[nH]2)c2ccccc12
-24,-9,1,COc1ccc(S(=O)Cc2ccc(C(=O)N3CCN(c4cccc(C)c4C)CC3)o2)cc1 (stereo not drawn)
-8,2,1,COc1ccccc1OCCCCNCCO
10,0,-2,Oc1c(Cl)cc(Cl)cc1C=Nc1ccc(Br)cc1
-3,2,0,O=c1oc2c3c(nn2c2ccccc12)CCCC3
6,13,-3,CN(C)c1ccc(/C=[N+](\[O-])C2SC(=S)N(C)C2(C)C)cc1 (stereo not drawn)
7,2,0,COc1ccc(NC(=O)CN2C(=O)C(C)Oc3ccccc32)cc1 (stereo not drawn)
3,5,2,CCCn1c(=O)n(C)c(=O)c2c(SCC(=O)NCc3ccco3)nc(C3CC3)nc21
0,3,5,c1csc(CNCCN2CCOCC2)c1
13,2,-19,COc1ccc(Nc2nc(=O)[nH]nc2C)cc1
-25,2,0,Cc1ccc(S(=O)(=O)N(C)c2ccc(C(=O)N3CCCCC3)cc2)cc1
23,4,0,CN1CCC(OC(=O)C23CCC(C)(C(=O)O2)C3(C)C)CC1 (stereo not drawn)
16,5,-2,CCOc1ccc(S(=O)(=O)N(C)c2ccc(OCC(=O)Nc3ccc4[nH]c(=O)[nH]c4c3)cc2)cc1
7,4,1,O=C(NC1(C(F)(F)F)NC(=O)N(Cc2cccnc2)C1=O)c1ccc(F)cc1 (stereo not drawn)
1,8,-4,O=c1c2cc3c(=O)n(CC4CCCO4)c(=O)c3cc2c(=O)n1CC1CCCO1 (stereo not drawn)
-4,0,8,COc1ccc(Nc2nc(CC(C)=O)ns2)cc1OC
-29,-4,13,COc1cccc(NC(=O)c2ccc(CN3CCN(c4ccccc4)CC3)cc2)c1
7,2,-9,O=C(CNC(=O)c1ccc(Cl)cc1Cl)OCC(=O)c1ccc2c(c1)OCCO2
3,-2,0,Cc1c(NC(=O)OC(C)C)sc(=S)n1C
-13,1,-3,COc1ccc2o/c(=N\O)c(C(=O)Nc3ccccc3OC)cc2c1
29,4,-1,CN1CCCC(OC(=O)COc2ccc(Br)cc2)C1 (stereo not drawn)
3,-1,0,O=C(NCc1ccco1)C1CC(=O)N(CCc2ccccc2)C1 (stereo not drawn)
-12,-8,-2,COc1ccc(C(=O)NCc2oc(-c3ccccc3)cc2C(=O)O)cc1
-10,3,-1,Cc1cc(C)n(C(=O)c2cc3sccc3[nH]2)n1

Reprinted from the listing for reference:
INS-1E GSIS act,ERp5 inh,ARNT-TACC3 inh,SMILES
3,-1,0,O=C(NCc1ccco1)C1CC(=O)N(CCc2ccccc2)C1 (stereo not drawn)
-12,-8,-2,COc1ccc(C(=O)NCc2oc(-c3ccccc3)cc2C(=O)O)cc1
-10,3,-1,Cc1cc(C)n(C(=O)c2cc3sccc3[nH]2)n1

Other compounds follow.
INS-1E GSIS act,ERp5 inh,ARNT-TACC3 inh,SMILES
-23,1,0,COc1ccc(-c2noc(CSc3nc4ccccc4c(=O)n3-c3ccccc3)n2)cc1
-7,-13,0,Cc1nnc(SCC(=O)Nc2ccc3c4c(cccc24)CC3)n1C
0,6,4,CSc1[nH]c(=O)c(C(=O)O)cc1C#N
15,-5,2,CC(=O)Nc1ccc(-c2csc(NC(=O)c3ccc(C)o3)n2)cc1
-6,5,-3,CC(C)NC(=O)c1ccccc1-c1ccccc1
42,-1,1,CCCCc1nc(C(N)=O)c2[nH]c(=O)n(-c3ccccc3F)c2n1
20,-7,59*,Cc1cc(NC(=O)CSc2nnc(-c3ccco3)o2)no1
-5,4,6,COc1ccc(NC(=O)C(CCS(C)(=O)=O)N2C(=O)c3ccccc3C2=O)cc1 (stereo not drawn)
3,0,0,CC(=O)NS(=O)(=O)c1ccc(NC(=O)c2ccccc2F)cc1
-1,-6,-12,COc1ccc(S(=O)(=O)N(C)CC(=O)N2CCOCC2)cc1
11,8,-1,Cc1cccc(/C(N)=N/OC(=O)c2ccco2)c1
-4,3,-2,Cc1ccc(C2(C)NC(=O)N(CCOc3ccccc3)C2=O)cc1 (stereo not drawn)
20,4,-7,O=C(O)C1[C@H]2C(=O)N(C3CCCC3)C[C@]23C=C[C@H]1O3 (stereo partly drawn)
-6,2,-2,Cc1ccc(C(C)NC(=O)c2ccco2)cc1C (stereo not drawn)
1,1,23,O=C(NCCN1CCOCC1)c1cccc(Cl)c1
22,2,-3,CC(C)C12CN3CC(C(C)C)(CN(C1)C3c1ccccc1)C2O (stereo not drawn)
22,-1,-5,O=C(N/N=C/c1cccc([N+](=O)[O-])c1)c1cc2c(ccc3ccccc32)o1
-11,0,6,CCN(CC)S(=O)(=O)c1ccc(C(=O)Nc2ncn(Cc3ccccc3)n2)cc1
-7,5,11,CC(=O)Nc1ccc(S(=O)(=O)N2CCN(c3cc4c(cc3[N+](=O)[O-])n(C)c(=O)n4C)CC2)cc1
-16,5,5,Cc1cc(/C=C(/C#N)C(=O)Nc2ccccc2)c(C)n1-c1cccnc1
6,-8,-6,COc1ccc(N2C(=O)CC(SCC(=O)O)C2=O)cc1 (stereo not drawn)
24,-5,-1,CCCCn1c(=N)n(CC(=O)c2ccco2)c2ccccc21
17,1,-11,N#Cc1ccc(Oc2ccc(S(=O)(=O)N3CCCCC3)cn2)cc1
-32,0,-3,Cc1ccc(S(=O)(=O)NCCCCCC(=O)Nc2nccs2)cc1
10,1,0,COc1ccc(C2/C(=C(\O)c3cccc(OC)c3)C(=O)C(=O)N2c2ccccn2)cc1 (stereo not drawn)
31,1,-9,CN(C)CCNc1nc(-c2ccccc2)c2c(c1C#N)CC(C)(C)OC2
24,7,9,Cc1cc(C)c(NC2=NS(=O)(=O)c3ccccc32)c(C)c1
-13,1,2,Clc1cc(Cl)cc(Nc2ncn[nH]2)c1
3,1,-1,Cc1cc(NC(=O)CSc2nnc(C3CC3)n2N)no1
9,-1,0,COc1cccc(CNC(=O)C2CCN(S(=O)(=O)N3CC(C)CC(C)C3)CC2)c1 (stereo not drawn)
2,1,3,O=C(OCN1C(=O)c2ccccc2C1=O)c1ccco1
-1,-1,-6,Cn1c(SCc2nc(-c3ccc(Cl)cc3)no2)nnc1-c1cccs1
-14,2,7,COc1cccc(C2=NOC(C(=O)Nc3cc(OC)c(OC)c(OC)c3)C2)c1 (stereo not drawn)
-8,3,-11,O=C(O)CCn1c(SCc2cccc3ccccc23)nc2ccccc21
5,-1,0,CNc1c([N+](=O)[O-])cnn1-c1ccc(Cl)cc1
14,2,4,CCOC(=O)CSc1nc2sc3c(c2c(=O)[nH]1)CCCC3

Rewritten with values under each structure: entries from further up.
Each structure is followed by: INS-1E GSIS act	ERp5 inh	ARNT-TACC3 inh
> Clc1cc(Cl)cc(Nc2ncn[nH]2)c1
    -13	1	2
> Cc1cc(NC(=O)CSc2nnc(C3CC3)n2N)no1
    3	1	-1
> COc1cccc(CNC(=O)C2CCN(S(=O)(=O)N3CC(C)CC(C)C3)CC2)c1 (stereo not drawn)
    9	-1	0
> O=C(OCN1C(=O)c2ccccc2C1=O)c1ccco1
    2	1	3

Further results follow.
INS-1E GSIS act,ERp5 inh,ARNT-TACC3 inh,SMILES
-17,2,2,CSc1ncc(Cl)c(C(=O)Nc2nnc(SC/C=C/c3ccccc3)s2)n1
-7,-1,-2,CCCCNC(=O)Cc1c(O)c2ccccc2[nH]c1=O
-19,3,1,CC(C)COc1cccc(C(=O)Nc2ccc(S(=O)(=O)N3CCOCC3)cc2)c1
5,0,0,CCN(CC)CCNC(=O)c1ccc(NC(=O)C2CC(=O)N(c3ccc4c(c3)OCCO4)C2)cc1 (stereo not drawn)
17,4,5,CC(=O)Nc1ccc(NC(=O)C(C)OC(=O)CCC(=O)c2ccc(F)cc2)cc1 (stereo not drawn)

Some of the entries above, set out differently.
> COc1cccc(CNC(=O)C2CCN(S(=O)(=O)N3CC(C)CC(C)C3)CC2)c1 (stereo not drawn)
- INS-1E GSIS act = 9
- ERp5 inh = -1
- ARNT-TACC3 inh = 0

> O=C(OCN1C(=O)c2ccccc2C1=O)c1ccco1
- INS-1E GSIS act = 2
- ERp5 inh = 1
- ARNT-TACC3 inh = 3

> Cn1c(SCc2nc(-c3ccc(Cl)cc3)no2)nnc1-c1cccs1
- INS-1E GSIS act = -1
- ERp5 inh = -1
- ARNT-TACC3 inh = -6
